# High-throughput results (PubChem)
# TbHK1 inh = blocks Trypanosoma brucei hexokinase 1 activity | recombinant TbHK1, G6PDH-coupled NADH A340 | AID 1430 | 220,000 compounds, 0.11% hits | inhibition, % at 10 µM;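 active = inhibition of 50% or more in the single-dose primary screen; inactive = inhibition below 50%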
# Calpain2 inh = inhibitors of pig calpain II. AID 1236. inhibition, % at 16 µM. purified calpain II, fluorogenic peptide substrate, 30 min. 220,000 compounds, 0.37% hits;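 active = inhibition above about 50%, limit read from the data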
# Runt-CBFb FRET = inhibitors of human RUNX1 Runt domain binding to CBFb; Q01196+Q13951; Cerulean-Runt/Venus-CBFb FRET ratio 530/480, 1 h; inhibition, % at 20 µM; 220,000 compounds, 0.46% hits; AID 1496;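 active = inhibition over about 50% at 20 µM in the single-dose screen, limit read from the data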;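 note: 0% = DMSO wells and 100% = excess unlabeled CBFb competitor control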
#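 Measured by: fluorescence energy transfer, 422 nm excitation, 530/480 nm emission; Assay system: Cerulean-Runt domain; Medium: Tris pH 7.5 buffer with BSA; Measure: loss of energy transfer signal; Controls: 5 µM unlabeled CBFb as full-inhibition high control; Incubation: protein complex preformed 1 h, compound exposure 1 h, room temperature, dark.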
# p97 ATPase inh = human p97 ATPase inhibition | inhibition, % at 8 µM | 220,000 compounds, 0.42% hits | recombinant p97 ATPase, Kinase-Glo ATP luminescence, 3 h; in the data active = inhibition above about 15%;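 note: 0% = DMSO vehicle and 100% = wells lacking enzyme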
# Target sequence (P55072 whole entry, looked up): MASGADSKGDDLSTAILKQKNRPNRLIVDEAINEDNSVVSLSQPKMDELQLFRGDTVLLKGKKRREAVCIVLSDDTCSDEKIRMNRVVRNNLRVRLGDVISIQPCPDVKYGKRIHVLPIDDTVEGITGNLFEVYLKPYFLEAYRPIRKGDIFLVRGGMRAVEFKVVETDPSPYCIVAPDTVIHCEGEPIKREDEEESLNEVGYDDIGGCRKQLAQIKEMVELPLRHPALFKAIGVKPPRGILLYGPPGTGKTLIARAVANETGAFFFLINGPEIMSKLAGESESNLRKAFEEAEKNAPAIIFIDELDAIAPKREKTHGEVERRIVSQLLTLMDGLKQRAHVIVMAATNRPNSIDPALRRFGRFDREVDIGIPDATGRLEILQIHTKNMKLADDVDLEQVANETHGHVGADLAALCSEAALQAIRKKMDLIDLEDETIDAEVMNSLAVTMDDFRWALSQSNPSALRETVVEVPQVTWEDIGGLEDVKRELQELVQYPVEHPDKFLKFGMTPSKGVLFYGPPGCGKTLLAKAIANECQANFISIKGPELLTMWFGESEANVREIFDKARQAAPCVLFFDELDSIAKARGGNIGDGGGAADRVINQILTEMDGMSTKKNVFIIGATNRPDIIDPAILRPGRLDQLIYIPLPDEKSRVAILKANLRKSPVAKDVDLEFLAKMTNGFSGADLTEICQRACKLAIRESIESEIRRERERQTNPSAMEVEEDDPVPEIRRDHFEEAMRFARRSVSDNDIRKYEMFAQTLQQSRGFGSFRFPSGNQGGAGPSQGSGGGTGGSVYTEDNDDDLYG
# RBBP9 inhibitor = human RBBP9 hydrolase inhibition. O75884. inhibition, % at 7.94 µM. 220,000 compounds, 0.2% hits. AID 1515. recombinant RBBP9, FP-Rh probe fluorescence polarization;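 active = inhibition above the campaign mean of all tested compounds plus 3 SD, cut at about 14% in these data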;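 note: plate controls were DMSO wells with RBBP9 for no effect and wells lacking RBBP9 protein for full effect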
# Target sequence (O75884 whole entry, looked up): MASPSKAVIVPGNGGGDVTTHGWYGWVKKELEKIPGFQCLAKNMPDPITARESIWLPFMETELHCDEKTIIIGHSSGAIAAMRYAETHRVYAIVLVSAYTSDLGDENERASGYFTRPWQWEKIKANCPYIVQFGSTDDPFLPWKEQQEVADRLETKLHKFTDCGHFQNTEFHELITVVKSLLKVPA
#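 System: RBBP9 protein / Buffer or medium: Tris/NaCl buffer pH 8.0 with 0.1% Pluronic / Probe or stimulus: Serine-hydrolase probe FP-Rh, 375 nM pre-mixing / Dosing: 7.94 µM single dose, 0.794% DMSO / Times: enzyme-compound preincubation 30 min, then probe labeling 45 min, 25 °C / Technique: fluorescence polarization (mP), excitation 525 nm, emission 598 nm / Replication: singlicate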
# p47phox inh = blocks human p47phox regulatory protein of NADPH oxidases | P14598 | p47phox/p22phox peptide binding, fluorescence polarization, 2 h | inhibition, % at 24.7 µM | 220,000 compounds, 0.53% hits;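 active = inhibition above about 30%, limit read from the data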;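 note: 0% = p47phox with labelled peptide and 100% = labelled peptide alone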
# Runt-SMMHC FRET = blocks binding of human RUNX1 Runt domain to CBFb-SMMHC | Cerulean-Runt/Venus-CBFb-SMMHC FRET ratio 530/480, 1 h | AID 1434 | inhibition, % at 20 µM | 220,000 compounds, 0.74% hits;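 active = mean inhibition across duplicate retests at 20 µM reaching about 50%, limit read from the data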;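 note: 0% = DMSO wells and 100% = wells with excess untagged CBFb-SMMHC; inhibitors lower the FRET ratio by blocking Runt binding to CBFb-SMMHC; some results filed as inactive read as strong as hits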
# EBV gp42 block = EBV gp42 inhibition; Q1HVG2; Fluorescence polarization binding assay, mP read-out; inhibition, % (tested at 21.74 µM); 220,000 compounds, 0.42% hits; AID 1085; in the data active = inhibition above about 50%
# Furin inh = blocks human furin protease activity; 220,000 compounds, 0.061% hits; inhibition, % at 30 µM; P09958; purified furin, fluorogenic substrate cleavage; AID 463115; in the data active = inhibition above about 25%; note: inactives centre near -15
# Numbers without * were called inactive; . = not tested or not shown; [ ] = another dose, or the depositor's remark. Random draw from the library. About 2.7% of those tested had a hit in this group.
# Each structure is followed by: TbHK1 inh	Calpain2 inh	Runt-CBFb FRET	p97 ATPase inh	RBBP9 inhibitor	p47phox inh	Runt-SMMHC FRET	EBV gp42 block	Furin inh
CCOc1ccc(N2C(=O)CC(Sc3nc(C)cc(C)n3)C2=O)cc1 (stereo not given)
    6	22	1	4	4	4	2	1	-8
N/C(=N\OC(=O)N1c2ccccc2Sc2ccccc21)c1ccc(Br)cc1
    -2	-5	0	7	12	-1	-1	12	-24
Cc1ccc(C)c(N2N=C(C(=O)Nc3nccs3)CCC2=O)c1
    -10	15	0	2	-6	-3	0	-14	-20
O=[N+]([O-])C(=C1Nc2ccccc2N1)/C(Cl)=C(/Cl)Br
    -15	-9	-1	13	-7	-9	5	-24	4
COCCN(C(=S)Nc1ccccc1C)C(C)c1ccco1 (stereo not given)
    10	-6	2	-2	-4	-7	-1	-11	-23
COc1ccc(-c2c(-c3ccc(O)cc3O)n[nH]c2C)cc1OC
    -1	-8	1	1	3	-6	-2	5	-11[20 µM]
CC(/C=N/NC(=O)c1cc(C(C)C)[nH]n1)=C\c1ccccc1
    -10	27	0	-7	-9	1	3	-3	-15
Cc1ccc2cc(CN(Cc3cccs3)Cc3nnnn3CC3CCCO3)c(=O)[nH]c2c1 (stereo not given)
    -8	20	-1	-4	-3	1	0	3	0
Cn1cc([N+](=O)[O-])c(C(=O)Nc2ccc(C(=O)N3CCCCC3)cc2)n1
    -5	1	-1	1	-2	4	0	-7	-16
COc1ccccc1NS(=O)(=O)c1cc(NC(=O)c2ccncc2)ccc1N1CCOCC1
    -6	-16	9	6	-2	0	5	-6	-11
CC(C)CN(C)C(=O)CCc1nnc(Cc2cccc(C(F)(F)F)c2)o1
    -5	-22	-4	0	-7	5	-3	1	-13
COc1cc(C2c3c(oc4ccccc4c3=O)C(=O)N2c2nccs2)ccc1O (stereo not given)
    -21	-29	0	4	1	-18	0	-4	-13
Cc1cccc(N(CC(=O)Nc2c(C)n(C)n(-c3ccccc3)c2=O)S(C)(=O)=O)c1
    0	22	0	2	6	-19	0	-21	-7[20 µM]
Cc1cc(NC(=O)C2CC(=O)N(c3ccccc3)C2)no1 (stereo not given)
    0	4	2	10	1	-5	-1	-19	-21
CCOC(=O)N=Nc1c(O)n(C)c2ccccc12
    -13	-1	-1	-2	-11	-3	-1	-7	-4
Cc1nc2ncnn2c(C)c1CCC(=O)NCc1ccco1
    31	8	1	1	-3	10	2	-11	-8
COC(=O)C1=C(C)NC(=O)CC1c1ccccc1 (stereo not given)
    2	-10	0	7	3	13	0	6	-14[20 µM]
CCOC(=O)N1CCN(C(=O)CSc2nnc(-c3cccs3)o2)CC1
    2	11	3	1	-8	-20	-1	-6	-29
O=C(NCc1ccc(OC(F)(F)F)cc1)C1CC(c2c(Cl)cccc2Cl)=NO1 (stereo not given)
    6	-3	-4	3	-4	-8	-6	-5	-7[20 µM]
CCN(CC(=O)Nc1ccccc1Br)Cc1nc2ccccc2c(=O)[nH]1
    4	-10	-2	-5	-7	-11	-1	-10	-14[20 µM]
Cc1ccc(C(=O)N2CCCC(c3ccccc3)=N2)cc1
    -5	-15	-1	-5	-12	-9	-2	3	-8
CN(C(=O)CSc1nnc(-c2ccc(Cl)cc2)n1CC1CCCO1)C1CCS(=O)(=O)C1 (stereo not given)
    0	29	0	6	5	6	2	-14	-27
CS(=O)(=O)N(CC(=O)NCC1CCCO1)c1cccc([N+](=O)[O-])c1 (stereo not given)
    -13	-3	-2	4	2	1	-2	-7	-9
CCCNC(=O)c1cccc(NC(=O)C(C)C)c1
    -1	1	1	2	10	-4	-1	-10	-10
COc1ccc(NS(=O)(=O)c2cc(NC(=O)c3cnc(C)cn3)ccc2N2CCCCC2)cc1
    -25	-28	-12	-2	-13	-21	-3	5	-21
Cc1ccc(-c2cc(-c3nnc(SCC(=O)N(C)CCC#N)n3N)c3ccccc3n2)cc1
    -18	-98	-2	0	-3	-11	-3	-3	-17
CCOC(=O)N1CCN(CC(=O)Nc2ccc(C)c(Br)c2)CC1
    1	-15	0	-5	-3	2	1	7	-17[20 µM]
CC1CCN(CC(=O)N2c3ccccc3CCc3ccccc32)CC1
    -5	-6	-3	-1	1	-6	-2	-2	-16[20 µM]
CC1CCCCN1Cc1ccc(N(C)C)cc1 (stereo not given)
    0	13	3	2	1	-6	0	-17	-21[20 µM]
Cc1ccc(S(=O)(=O)N2C(=O)CCC2C(=O)Nn2cnnc2)cc1 (stereo not given)
    -5	-2	2	3	4	-9	-1	-12	-8[20 µM]
CCCCc1ccc(S(=O)(=O)Nc2cc(C)on2)cc1
    1	9	1	-5	-4	-14	2	4	-13[20 µM]
Nn1c(SCc2cn3cc(Cl)ccc3n2)nnc1-c1ccncc1
    3	-22	6	3	0	-2	5	-2	-23
CCOC(=O)C1(Cc2ccccc2)CCN(Cc2cc(OC)c3c(c2)OCO3)CC1
    11	-16	0	3	-4	-16	0	-19	-24
CCOC(=O)c1sc(Nc2cccc(C)c2C)nc1C
    1	20	0	-3	-12	-29	1	-29	-11[20 µM]
O=C(Nc1nccs1)c1cn(-c2ccccc2)nc1-c1ccccc1
    9	-12	2	-4	-18	-13	-2	8	-12[20 µM]
NS(=O)(=O)c1cccc(NC(=O)COC(=O)/C=C/c2ccco2)c1
    5	-14	13	0	-9	-13	0	-13	-12
O=C(NN=C1CCCC1)c1ccccc1OCCOc1ccccc1
    -8	20	0	6	23*	.	0	6	-16
CNC(=O)c1sccc1SCc1ccc(Cl)cc1Cl
    -2	7	1	-7	-1	-8	0	-22	-10[20 µM]
COCCN(Cc1nc(-c2ccc(C(F)(F)F)cc2)no1)C(C)C
    2	14	-2	2	15*	-13	-2	8	-13
Nc1cccc(CN2CCCC2)c1
    -12	-23	1	1	8	-6	0	3	-22

# 3 entries out of the list, arranged by heavy-atom count, high to low:
# Each structure is followed by: TbHK1 inh	Calpain2 inh	Runt-CBFb FRET	p97 ATPase inh	RBBP9 inhibitor	p47phox inh	Runt-SMMHC FRET	EBV gp42 block	Furin inh
O=C(Nc1nccs1)c1cn(-c2ccccc2)nc1-c1ccccc1
    9	-12	2	-4	-18	-13	-2	8	-12[20 µM]
Nn1c(SCc2cn3cc(Cl)ccc3n2)nnc1-c1ccncc1
    3	-22	6	3	0	-2	5	-2	-23
CCOC(=O)c1sc(Nc2cccc(C)c2C)nc1C
    1	20	0	-3	-12	-29	1	-29	-11[20 µM]

# The list goes on.
# Each structure is followed by: TbHK1 inh	Calpain2 inh	Runt-CBFb FRET	p97 ATPase inh	RBBP9 inhibitor	p47phox inh	Runt-SMMHC FRET	EBV gp42 block	Furin inh
CNC(=S)NNC(=O)c1cccn(Cc2ccccc2)c1=O
    -20	-13	2	-2	-2	-1	0	-10	-18
CC(C)(C)c1ccc(S(=O)(=O)NCCOCC(F)(F)C(F)F)cc1
    3	13	-3	-4	-4	-14	-2	-1	-12[20 µM]
COc1cccc(/C=N/NC(=O)c2csc(-n3nc(C)cc3C(F)(F)F)n2)c1
    -13	-41	-3	-9	-4	-10	-1	-5	-8[20 µM]
CC(=O)N1CCN(S(=O)(=O)c2ccc(C)c([N+](=O)[O-])c2)C1C(C)C (stereo not given)
    -1	-13	-3	8	-6	-11	-3	-21	-31
Cc1cc2nccc(-c3ccco3)n2n1
    -14	-33	-3	2	-8	-4	3	-1	-13
COc1cccc(C(=O)Nc2cnc(NC(=O)c3ccco3)cc2C)c1
    1	24	0	-1	-10	-7	-4	9	-3[20 µM]
CCC1=NN2C(=N)/C(=C\c3ccc(OCc4cc(=O)n5nc(CC)sc5n4)c(OC)c3)C(=O)N=C2S1
    -9	-47	-5	4	-4	-27	-7	63*	-18
CC(C)CN1CCC(C(=O)NCC2CCCO2)CC1 (stereo not given)
    10	-9	-1	-1	-3	10	1	-16	-1[20 µM]
N#Cc1cnc2sc3ccccc3n2c1=N
    -35	-267	5	7	2	-12	36	-17	-13[20 µM]
CC(C)Nc1nc(NC(C)C)nc(SCCOC(=O)Nc2ccc(Cl)cc2Cl)n1
    9	24	-1	-11	-13	3	3	14	6
COc1ccc(-n2c(COc3ccccc3)nnc2SCc2ccc(C#N)cc2)cc1
    0	-17	-4	-5	-9	-1	-2	6	-11[20 µM]
CNC(=S)N(CCc1c(C)[nH]c2ccccc12)Cc1ccco1
    9	33	2	-4	-1	-6	2	3	-7
COc1ccc2cc3c(N)nn(C(=O)c4cccc(F)c4)c3nc2c1
    -16	15	7	6	-5	-5	-12	-19	-6
CCOc1ccccc1NC(=O)C(Sc1ccccc1)c1ccccc1 (stereo not given)
    3	34	-3	-5	-10	53*	0	-13	-15[20 µM]
O=C1C2C3C=CC(CC3)C2C(=O)N1/N=C/c1ccc(O)cc1 (stereo not given)
    -32	-5	1	5	-5	0	2	-20	-11[20 µM]
CCOC(=O)CC1ON(C)C(=O)N1c1ccc([N+](=O)[O-])cc1 (stereo not given)
    -16	-36	2	-5	-7	-3	0	-10	-6[20 µM]
CSc1c(C#N)c(N)c(C#N)c2c1COC(C)(C)C2
    -12	-14	1	-1	-1	-26	4	-15	-16[20 µM]
Cc1ccc(N(C(=O)c2cc3ccccc3oc2=O)C2C=CS(=O)(=O)C2)cc1 (stereo not given)
    -17	1	2	5	-1	-3	-2	-15	-6
O=C(CSc1ccccc1)Nc1ccc(S(=O)(=O)NCC2CCCO2)cc1 (stereo not given)
    0	-48	0	2	-2	-15	0	-25	-6[20 µM]
CCOc1ccc(-n2c(C)cc(C(=O)NS(=O)(=O)c3ccc(C)cc3)c2C)cc1
    -2	16	1	3	11	-3	-1	-21	-4

# Molecules shown so far with a thiophene ring, fused or not, in the order listed:
# Each structure is followed by: TbHK1 inh	Calpain2 inh	Runt-CBFb FRET	p97 ATPase inh	RBBP9 inhibitor	p47phox inh	Runt-SMMHC FRET	EBV gp42 block	Furin inh
Cc1ccc2cc(CN(Cc3cccs3)Cc3nnnn3CC3CCCO3)c(=O)[nH]c2c1 (stereo not given)
    -8	20	-1	-4	-3	1	0	3	0
CCOC(=O)N1CCN(C(=O)CSc2nnc(-c3cccs3)o2)CC1
    2	11	3	1	-8	-20	-1	-6	-29
CNC(=O)c1sccc1SCc1ccc(Cl)cc1Cl
    -2	7	1	-7	-1	-8	0	-22	-10[20 µM]

# (listing goes on)
# Each structure is followed by: TbHK1 inh	Calpain2 inh	Runt-CBFb FRET	p97 ATPase inh	RBBP9 inhibitor	p47phox inh	Runt-SMMHC FRET	EBV gp42 block	Furin inh
COc1nc(OCC#N)nc(N2CCCCC2)n1
    -2	-18	0	9	-1	-11	-4	-14	-32
CCc1cccc(N(C(=O)c2csnn2)C(C(=O)NC(C)(C)C)c2ccncc2)c1 (stereo not given)
    0	-38	.	2	-2	-13	.	-12	-36
CCN(CC)CC(C)CNC(=O)CC(C(=O)N1CCc2ccccc21)n1ccnc1 (stereo not given)
    -3	14	2	5	-5	-10	0	-9	1[20 µM]
Cc1onc(-c2ccccc2)c1C(=O)N1CCN(S(=O)(=O)c2ccc3c(c2)OCCO3)CC1
    2	3	-2	-3	-8	-7	1	-6	-11
CC(C)=CC(=O)OCC(=O)Nc1cccc([N+](=O)[O-])c1
    -1	-1	0	4	3	-14	0	-17	-22
NC(=O)c1snnc1-c1ccccc1
    -4	1	1	7	-3	-5	-1	-14	-16
O=C(Nc1nc2ccccc2s1)c1ccc(OCC2CCCO2)cc1 (stereo not given)
    -11	-1	-1	2	-7	-35	-5	-5	-17
